Compound activity as filed in PubChem BioAssay.
PLK1 PBD block: qHTS for Inhibitors of PLK1-PDB (polo-like kinase 1 - polo-box domain): Primary Screen. Serine/threonine-protein kinase PLK1 (Homo sapiens), P53350. Plk1 PBD binding of FITC phosphopeptide, fluorescence polarization. Potency, µM, without a hit: max response, negative = inhibition, usual class: inhibitors. 360,000 compounds, 2.8% hits; also: potency is read from the fitted curve at half-maximal effect; series mostly up to about 57 µM; % is scaled to controls: 0 for no effect and ±100 for the full control effect; nearly all actives have a fitted effect of over 65% in size
Target sequence (P53350 whole entry, looked up, the tested form may be a part): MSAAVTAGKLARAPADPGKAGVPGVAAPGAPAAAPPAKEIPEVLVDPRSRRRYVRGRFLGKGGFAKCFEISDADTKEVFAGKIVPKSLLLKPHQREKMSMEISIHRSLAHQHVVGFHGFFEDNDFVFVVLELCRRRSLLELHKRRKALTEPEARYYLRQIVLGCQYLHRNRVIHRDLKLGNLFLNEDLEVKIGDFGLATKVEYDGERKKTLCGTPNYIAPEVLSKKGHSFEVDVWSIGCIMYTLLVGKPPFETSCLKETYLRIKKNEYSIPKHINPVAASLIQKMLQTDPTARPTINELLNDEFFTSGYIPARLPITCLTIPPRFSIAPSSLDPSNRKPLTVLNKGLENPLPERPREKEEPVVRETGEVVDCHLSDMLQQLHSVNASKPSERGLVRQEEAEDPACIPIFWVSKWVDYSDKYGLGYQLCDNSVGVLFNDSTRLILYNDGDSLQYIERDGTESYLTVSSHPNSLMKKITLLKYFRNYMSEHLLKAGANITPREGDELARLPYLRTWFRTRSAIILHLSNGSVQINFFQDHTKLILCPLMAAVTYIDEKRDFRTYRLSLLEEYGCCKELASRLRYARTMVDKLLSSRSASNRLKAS
WRN inhibitor: qHTS for Inhibitors of WRN Helicase; Potency, µM (titrated, usually from 114 µM), for the others: at the highest dose activity change, negative = inhibition, most hits filed as inhibitors; WRN helicase unwinding, fluorescent forked duplex, kinetic; 360,000 compounds, 0.46% hits; Bifunctional 3'-5' exonuclease/ATP-dependent helicase WRN (Homo sapiens), Q14191; also: potency is read from the fitted curve at half-maximal effect; % is scaled to controls: 0 for no effect and ±100 for the full control effect; nearly all actives have a fitted effect of over 55% in size
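Screening of the MLSMR collection measured strand separation of a quenched forked DNA duplex (100 nM) by 20 nM WRN with 2 mM ATP, all final. Compounds were preincubated with enzyme 15 min at room temperature.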
PI5P4K alpha inh: qHTS for Inhibitors of phosphatidylinositol 5-phosphate 4-kinase (PI5P4K); PI5P4Kalpha enzyme, ADP-Glo luminescence, 60 min; stronger effect = lower value; max response, %; 330,000 compounds, 1.2% hits; AID 652105, 2013; active = max response of -50% or lower; inconclusive = between -30% and -50%; inactive = -30% or higher; also: value at the top dose of about 77 µM; % is scaled to controls: 0 for no effect and ±100 for the full control effect
Target sequence (P48426 whole entry, looked up): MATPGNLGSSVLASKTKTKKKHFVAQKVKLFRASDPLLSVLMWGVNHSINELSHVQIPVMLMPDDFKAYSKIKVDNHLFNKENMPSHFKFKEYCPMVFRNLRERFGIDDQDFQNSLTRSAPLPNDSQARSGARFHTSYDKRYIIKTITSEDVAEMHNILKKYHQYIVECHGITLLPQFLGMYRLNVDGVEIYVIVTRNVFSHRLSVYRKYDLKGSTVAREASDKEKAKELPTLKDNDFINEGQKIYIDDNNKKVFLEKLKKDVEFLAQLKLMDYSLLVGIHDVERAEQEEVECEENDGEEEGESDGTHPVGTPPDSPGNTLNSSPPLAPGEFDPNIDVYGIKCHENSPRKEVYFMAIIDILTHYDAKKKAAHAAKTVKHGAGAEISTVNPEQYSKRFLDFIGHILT
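Single end-point luminescence (ADP-Glo) quantified ADP from PI5P4Kalpha turnover; ATP 5 microM final, 1 h at RT, 0.1% CHAPS and 0.28 mM EGTA in HEPES pH 7.4.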
EPAC1 antag: qHTS for Antagonist of cAMP-regulated guanine nucleotide exchange factor 3 (EPAC1): primary screen. Rap guanine nucleotide exchange factor 3 (Homo sapiens), O95398. EPAC1 GEF assay, Rap1b-BODIPY-GDP exchange fluorescence. Potency, µM (series often up to 115 µM), for inactives: top-dose activity change, negative = inhibition, actives largely listed as inhibitors. 360,000 compounds, 0.14% hits. AID 720709, 2013;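 also: potency is read from the fitted curve at half-maximal effect; plate controls were vehicle for no effect and positive control for full effect; nearly all actives have a fitted effect of over 50% in size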
CCT modulator: High-Throughput Screening for Modulators of Cytosolic Chaperonin Activity; purified chaperonin ATPase assay, HTRF ADP detection, 30 min; activity change, % (test concentration not listed), hits read low; AID 651819, 2012; 360,000 compounds, 0.3% hits; in the data active = activity change below about -30%; also: % is scaled to controls: 0 for no effect and ±100 for the full control effect
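ATPase activity: ADP formed was measured by HTRF Transcreener (665/615 nm ratio) after 30 min at 37 deg C with 10 uM ATP. Compounds screened at one 76 uM concentration against 40 or 20 nM TRiC in Tris pH 7.4/KCl/MgCl2/DTT buffer.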
MmCpn inh: Inhibitors of TCP-1 ring complex (TRiC) of Methanococcus maripaludis (MmCpn): qHTS; Chaperonin Mm-Cpn (Methanococcus maripaludis); Potency, µM (titrated, usually from 76.9 µM), without a hit: at the highest dose activity, negative = inhibition, most hits filed as inhibitors; purified Mm-Cpn ATPase, ADP Transcreener TR-FRET; 330,000 compounds, 0.031% hits; AID 504842, 2011; also: potency is read from the fitted curve at half-maximal effect; % is scaled to controls: 0 for no effect and ±100 for the full control effect; nearly all actives have a fitted effect of over 80% in size
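Purified archaeal Mm-CPN (25nM final) preincubated 10 min at 37degC with compound, then 10uM ATP for 30 min at 37degC; ADP measured by HTRF Transcreener TR-FRET; buffer 30 mM TRIS pH 7.4, 100mM KCl, 5mM MgCl2, 1mM DTT.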
EPAC2 antag: qHTS for Antagonist of cAMP-regulated guanine nucleotide exchange factor 2 (EPAC2): primary screen; 360,000 compounds, 0.18% hits; Rap guanine nucleotide exchange factor 4 (Homo sapiens), Q8WZA2; EPAC2 GEF exchange of Rap1B-BODIPY-GDP, fluorescence; Potency, µM (titrated, usually from 114 µM), without a hit: at the highest dose activity, negative = inhibition, hits mostly inhibitors; AID 720708, 2013; also: potency is read from the fitted curve at half-maximal effect; % is scaled to controls: 0 for no effect and ±100 for the full control effect; nearly all actives have a fitted effect of over 45% in size; many of its hits are not listed in these tables
EPAC1 ag: qHTS for Agonist of cAMP-regulated guanine nucleotide exchange factor 3 (EPAC1): primary screen; Rap guanine nucleotide exchange factor 3 (Homo sapiens), O95398; EPAC1 agonist qHTS, biochemical assay; response scale: 100% = response to 6.5 mM cAMP; Potency, µM (titrated, usually from 154 µM), for the others: at the highest dose activation, hits mostly activators; 360,000 compounds, 0.073% hits; also: potency is read from the fitted curve at half-maximal effect; nearly all actives have a fitted effect of over 60% in size
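Compounds were pinned as a concentration titration into mixtures of EPAC1 (100 nM), BODIPY-GDP-loaded Rap1B (250 nM) and GDP (50 uM). After 5 min at room temperature, fluorescence was followed for 30 min; activity was scaled to 6.5 mM cAMP.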
* marks the source's active call; other numbers are inactive results; ? = inconclusive; . = not tested or not shown; [ ] = another dose, or the depositor's remark. Unless noted, calls follow the shape of the dose curve; as a rule, active = well fitted curve in the direction sought with a large enough effect; inconclusive = small, poorly fitted or top-dose-only effect, or another doubt; inactive = no such curve, though single readings can be large; an effect the other way counts as inactive or inconclusive.

SMILES	PLK1 PBD block	WRN inhibitor	PI5P4K alpha inh	EPAC1 antag	CCT modulator	MmCpn inh	EPAC2 antag	EPAC1 ag
C=CCNC(=S)Nc1sc2c(c1C(=O)OCC)CC(C)(CC)OC2 (stereo not given)	-9%	-4%	5	18%	-3.9	-10%	-3%	-11%
CN(CC(=O)NCCc1ccccn1)S(=O)(=O)c1ccc(Cl)cc1	-7%	3%	-2	-11%	2.3	1%	1%	-4%
Cc1ccc(C(=O)Nc2ccc3ccccc3n2)cc1	-5%	-3%	7	-9%	-11	0%	-11%	13%
CCOC(=O)C1CCN(C(=O)CCCn2nc(C)c3c(C)n(-c4ccc(C)cc4)nc3c2=O)CC1	-9%	2%	0	-13%	0.4	1%	-8%	-1%
CCCCn1c(N)c(N(CCOC)C(=O)CSc2ccc([N+](=O)[O-])cc2)c(=O)[nH]c1=O	-8%	0%	-7	16%	-3.6	0%	-12%	-5%
CCC(=O)N1C(C(=O)NCc2ccc(OC)cc2)CSC1c1ccc(OC)cc1 (stereo not given)	2%	-9%	3	-1%	1.0	-8%	-4%	0%
O=Cc1cn(CCC(=O)O)nc1-c1cccc(Cl)c1	-1%	10%	-2	-3%	1.7	-2%	9%	-8%
COc1ccc(C(C)C)cc1-c1ccc2nncn2c1	-3%	-3%	2	-8%	0.4	.	1%	1%
NC(c1ccccc1)c1cccs1 (stereo not given)	-10%	3%	10	-19%	-0.2	.	-4%	6%
C=CCn1c(SCc2ccc(C(=O)Nc3nccs3)cc2)nnc1-c1ccc(C)c(Cl)c1	-10%	-6%	1	-16%	-3.2	-4%	-4%	14%
Cc1ccc(S(=O)(=O)NN2C(=O)c3ccccc3NC2c2ccco2)cc1 (stereo not given)	-14%	13%	-5	-4%	-1.4	-1%	3%	2%
O=C(COC(=O)/C=C/c1ccc(F)cc1)NC1CCS(=O)(=O)C1 (stereo not given)	-11%	-33%	-3	-11%	-1.4	-2%	8%	-4%
Cc1ccc(-c2nc(NC(=O)c3cc(C(C)(C)C)nn3C)sc2C)cc1Cl	-4%	-21%	-6	-17%	-0.1	-14%	-4%	-1%
CC1=C(C)CC(C(=O)NCCc2ccc(F)cc2)C(C(=O)O)C1 (stereo not given)	-2%	1%[57.1 µM]	5	?	0.1	-1%	7%	-3%
COc1ccc(N2CCN(C(c3cccs3)C(C)NC(=O)C(=O)N3CCCCC3)CC2)cc1 (stereo not given)	-16%	-5%	-8	11%	-1.7	0%	1%	-4%
Cc1c(NC(=O)c2ccc(C(=O)Nc3c(C)n(C)n(-c4ccccc4)c3=O)cc2)c(=O)n(-c2ccccc2)n1C	-22%	6%	2	-16%	-1.0	0%	2%	-1%
CCOc1cc(/C=N/NC(=O)CCn2nnc3ccccc32)ccc1O	-3%	-9%	-6	-1%	1.5	4%	4%	0%
COc1ccc(OC)c2c1C(=O)c1ccccc1C2=O	11µM*	?	0	77%[activator]	1.6	-4%	66%[activator]	89µM*
COc1c(C(=O)NNC(=O)c2ccccc2)csc1Br	-4%	-7%	-14	8%	1.6	0%	7%	2%
O=C(/C=C/c1ccccc1)NNC1=NS(=O)(=O)c2ccccc21	-11%	-2%[11.6 µM]	-3	-22%	-3.1	-15%	6%	1%
CN1CCN(C(=O)c2ccccc2NC(=O)c2sc3ccccc3c2Cl)CC1	-12%	12%	-7	-4%	-4.4	0%	7%	-4%
Cc1ccc(Cl)cc1NC(=O)COC(=O)c1ccccc1O	-20%	-2%	6	-18%	-0.6	3%	3%	2%
COCCn1c(CNc2ccc(F)cc2)nnc1SCC(=O)Nc1ccc(OC)cc1OC	-9%	-1%	.	-12%	0.0	.	-5%	5%
CC(COc1ccccc1)N1CCC(CO)(Cc2ccccc2)CC1 (stereo not given)	2%	-4%	2	-8%	-1.4	0%	2%	-3%
O=C(CSc1nnc2ccccn12)NNC(=O)c1cccc([N+](=O)[O-])c1	1%	-6%	10	9%	0.5	3%	3%	12%

3 records drawn at random from the list so far:
SMILES	PLK1 PBD block	WRN inhibitor	PI5P4K alpha inh	EPAC1 antag	CCT modulator	MmCpn inh	EPAC2 antag	EPAC1 ag
CCC(=O)N1C(C(=O)NCc2ccc(OC)cc2)CSC1c1ccc(OC)cc1 (stereo not given)	2%	-9%	3	-1%	1.0	-8%	-4%	0%
COc1c(C(=O)NNC(=O)c2ccccc2)csc1Br	-4%	-7%	-14	8%	1.6	0%	7%	2%
COCCn1c(CNc2ccc(F)cc2)nnc1SCC(=O)Nc1ccc(OC)cc1OC	-9%	-1%	.	-12%	0.0	.	-5%	5%

The listing continues.
SMILES	PLK1 PBD block	WRN inhibitor	PI5P4K alpha inh	EPAC1 antag	CCT modulator	MmCpn inh	EPAC2 antag	EPAC1 ag
CCCc1nnc(NC(=O)CCC(=O)NCc2ccccc2OC)s1	-3%	6%	.	15%	0.6	1%	8%	-5%
Cc1cc(OC(C)C(=O)NNC(=O)Nc2ccc(F)cc2F)cc(C)c1Cl (stereo not given)	2%	4%	7	-19%	-2.2	0%	-9%	-5%
CC(C)CNC(=O)C(=O)NCC(c1ccc2c(c1)OCO2)N1CCOCC1 (stereo not given)	-16%	-6%	-12	-10%	-2.6	3%	5%	8%
CC1CCN(S(=O)(=O)c2ccc3c(c2)N(CC(=O)NCCCN(Cc2ccccc2)C(C)C)C(=O)CO3)CC1	-16%	3%	2	-17%	-1.0	0%	2%	2%
CC1(c2ccccc2)NC(=O)N(CC(=O)Nc2ccccc2N2CCCC2)C1=O (stereo not given)	-3%	-3%	4	12%	1.9	-7%	15%	-1%
CCOc1ccccc1CN1CCNC(=O)C1CC(=O)N(C)C1CCOCC1 (stereo not given)	-3%	7%	-1	13%	-6.5	0%	1%	3%
CCCCn1nc2cc(C(=O)NCc3ccco3)ccc2c1OCC	-1%	7%	-3	0%	0.8	-2%	-4%	-1%
CCc1ccccc1OCC(=O)Nc1ccc(N2CCCC2)cc1C	-12%	-5%	-11	-9%	1.0	-2%	6%	-8%
O=C(C1=C[C@@H](c2ccc(Br)cc2)C[C@@H](OCCCCO)O1)N1CCOCC1	-20%	12%	3	8%	-2.4	.	10%	8%
Nc1ccc(C#Cc2ccc3c(=O)c4ccccc4oc3c2)cc1	-20%	-10%	4	16%	-1.7	-1%	25%	2%
Cc1nc(C(F)(F)F)ccc1C(=O)N1CCC1(C)C(=O)NS(=O)(=O)c1ccc(Cl)cc1 (stereo not given)	-8%	4%	-6	-9%	0.9	.	12%	-12%
Cc1ccc(-c2nn(CC(=O)Nc3ccc4c(c3)nc3n4CCOC3)c(=O)c3ccccc23)cc1	-9%	-7%	2	5%	-4.5	-6%	5%	5%
CCN1CCn2c3c(c4cc(Br)ccc42)CCCC31 (stereo not given)	-2%	-14%	5	-12%	2.1	.	-5%	4%
Cc1ccc(C(=O)OCC(=O)N2CC(=O)Nc3ccccc32)s1	-6%	0%	-3	2%	-2.2	1%	2%	-4%
COc1ccc(-c2nnc(SCc3c(C)noc3C)n2N)cc1OC	-12%	4%	.	2%	-3.7	0%	4%	-2%
CCc1cc(=O)oc2c3c(cc(OCC(=O)NCc4ccccn4)c12)OC(C)(C)CC3	-3%	3%	-9	-11%	-2.0	-5%	-30%	-26%
O=C(NCCN1CCC(n2c(=O)[nH]c3ccccc32)CC1)N1c2ccccc2Sc2ccccc21	-3%	-2%	-3	12%	-0.9	.	3%	-5%
O=C1O[C@@H](c2ccccc2)C[C@@H](O)C(=O)CCCCc2ccccc21	-6%	-5%	-12	-15%	0.0	.	-13%	-7%
COc1ccc(CS(=O)/C(Cl)=C(/Cl)C(=O)Nc2ccc(OC)nc2)cc1 (stereo not given)	2.7µM*	18µM*	?	?	-2.0	?	-17%	-8%
CCOc1ccc(C(=O)Nc2ccccc2NC(C)=O)cc1OCC	-1%	5%	0	8%	-1.0	1%	4%	0%
COc1ccc(-c2oc3ccc(-c4ccc5c(c4)OCO5)cc3c2-c2ccc(OC)nc2)cc1	-3%	6%	11	10%	-2.6	.	18%	10%
Cc1cc(C)cc(C(=O)Nc2cccnc2)c1	3%	7%	-2	23%	-1.7	-1%	-2%	10%
Cc1c(C(=O)NNc2cc(=O)n(C)c(=O)n2C)cccc1[N+](=O)[O-]	-3%	-1%	5	13%	-10	0%	38%[activator]	-15%
Cc1nonc1NC(=O)CSc1nc2c(C)cccc2cc1C#N	-5%	1%	-20	-20%	2.3	-14%	3%[57.1 µM]	-3%
CS(=O)(=O)Nc1ccccc1C(=O)NCc1ccccc1Cl	-10%	1%	6	-19%	-0.1	0%	-7%	12%

Continued.
SMILES	PLK1 PBD block	WRN inhibitor	PI5P4K alpha inh	EPAC1 antag	CCT modulator	MmCpn inh	EPAC2 antag	EPAC1 ag
Cc1cc(C)c2cc(C(=O)N3CCc4ccccc4C3)[nH]c2c1	-14%	-9%	1	-18%	-2.0	-10%	-5%	10%
CCC(C(=O)NC1CCCC1)N(Cc1ccco1)C(=O)CNS(=O)(=O)c1ccccc1 (stereo not given)	-3%	4%	0	-28%	-0.2	-1%	0%	12%
Cn1c(N)c(N2CCCCC2)c(=O)n(CC(=O)Nc2ccc(Cl)c(Cl)c2)c1=O	-7%	-8%	7	-7%	-0.7	3%	?	4%
COc1ncnc2c1ncn2CCCN1CCN(c2ccccn2)CC1	-14%	4%	-2	-8%	-1.2	.	6%	-15%
CCCS(=O)(=O)NC(=O)C1(C)CCCN(C(=O)c2ccco2)C1 (stereo not given)	2%	4%	1	3%	1.2	.	18%	-1%
CCOc1cc(C(=O)NC(=S)Nc2nc(C)cc(C)n2)cc(OCC)c1OCC	-6%	3%	10	-11%	-0.9	-2%	-30%	-8%
O=C(NCCN1CCOCC1)/C(=C\c1ccccc1F)NC(=O)c1ccccc1	-13%	-4%	-2	7%	-2.7	3%	2%	12%
CCOc1ccc(NC(=O)CCNS(=O)(=O)c2cccc3nonc23)cc1	-6%	1%	-12	-15%	-0.5	2%	-6%	1%

A portion of the library; count on the stated rates, not on these rows.
